Source: PubChem BioAssay (Fisher Drug Discovery Resource Center)
NPYLR7 agonist: mosquito NPYLR7 agonism; HEK293T NPYLR7/Galpha15, GCaMP6s calcium fluorescence; activation, % at 10 µM; actives 0.15% (n = 270,000); AID 1259423; in the data active = activation above about 40%;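 note: 0% = vehicle and 100% = reference agonist at the receptor; some compounds past the cut are filed as inactive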
mcGAS inh: inhibitors of mouse cGAS | AID 1259399 | actives 0.15% (n = 160,000) | Q8C6L5 | recombinant cGAS, Kinase-Glo ATP depletion luminescence | inhibition, % at 12.5 µM;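 note: 0% = negative control wells and 100% = reference inhibitor with no enzyme activity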
hcGAS lum: human cGAS inhibition; inhibition, % at 12.5 µM; Q8N884; AID 1259398; actives 0.081% (n = 290,000); recombinant h-cGAS, ATP depletion, Kinase-Glo luminescence;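 note: 0% = vehicle reaction and 100% = reaction without DNA for no activity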
Target sequence (Q8N884 whole entry, looked up): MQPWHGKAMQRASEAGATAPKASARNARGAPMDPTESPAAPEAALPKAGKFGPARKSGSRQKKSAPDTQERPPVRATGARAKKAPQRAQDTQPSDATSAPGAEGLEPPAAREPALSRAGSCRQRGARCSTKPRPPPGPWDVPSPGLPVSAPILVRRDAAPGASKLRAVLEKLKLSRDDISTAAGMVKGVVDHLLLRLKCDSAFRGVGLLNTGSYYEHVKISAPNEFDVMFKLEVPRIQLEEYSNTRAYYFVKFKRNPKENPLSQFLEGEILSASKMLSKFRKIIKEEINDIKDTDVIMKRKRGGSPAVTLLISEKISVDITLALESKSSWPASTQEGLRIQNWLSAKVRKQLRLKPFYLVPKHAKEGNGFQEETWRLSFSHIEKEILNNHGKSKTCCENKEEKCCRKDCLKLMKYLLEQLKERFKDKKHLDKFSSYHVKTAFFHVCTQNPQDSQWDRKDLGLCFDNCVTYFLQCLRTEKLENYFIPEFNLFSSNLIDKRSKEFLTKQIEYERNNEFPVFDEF
Active calls of the source: *; & = joins results of further samples. Cut-off read from the data, not from the text of the source, unless noted: active = inhibition above about 40%; inactive = the rest. Hits appear at their usual frequency (roughly 0.26% active in at least one column).

For Oc1c2cccnc2cn1CCc1cnn(-c2ccccc2)c1 the results were NPYLR7 agonist 21, mcGAS inh -14 and hcGAS lum -4.
Screening COc1cccc(-n2cc(CN(C)C(=O)C3CC4(CCNCC4)CN3)cn2)c1 (stereo not drawn) returned NPYLR7 agonist 21 and hcGAS lum 0.
Screening c1ccc(-c2noc(CN3CCN(C4CCCC4)CC3)n2)nc1 returned NPYLR7 agonist 11&10 and hcGAS lum -4&-2.
`CCc1nc(CNC(=O)C2CCCN(C3CCN(C(=O)C4CC4)CC3)C2)no1` (stereo not drawn) gave NPYLR7 agonist 8, mcGAS inh -14 and hcGAS lum -6.
Screening CCc1cnc(N2C[C@@H]3CN(c4ncccn4)C[C@]3(C(=O)O)C2)nc1 returned NPYLR7 agonist -5, mcGAS inh -11 and hcGAS lum 0.
COc1cc(S(=O)(=O)NCc2ccccc2Cl)ccc1Br was read as NPYLR7 agonist 2, mcGAS inh -1 and hcGAS lum 2.
Screening C=CCN(CC=C)C(=O)CN1CCC[C@H]1CO returned NPYLR7 agonist -5, mcGAS inh -10 and hcGAS lum -1.
Screening O=C(O)CSc1nnc(Cn2cccn2)n1-c1cccc2ccccc12 returned NPYLR7 agonist 1 and hcGAS lum -2.
Screening C=CCCCCCCCCCCCc1ccco1 returned NPYLR7 agonist -11, mcGAS inh -5 and hcGAS lum -8.
COc1ccc(OC)c(N(CC(=O)N2CCOCC2)S(=O)(=O)c2ccc(OC)c(OC)c2)c1 was read as NPYLR7 agonist 0, mcGAS inh -7 and hcGAS lum -3.
`COCCN1CCN(c2nc(C(=O)N3CCOCC3)cs2)C1=O` gave NPYLR7 agonist 1 and hcGAS lum -11.
Screening CC(NC(=O)NCc1ccnn1C)c1ccc(S(N)(=O)=O)cc1 (stereo not drawn) returned NPYLR7 agonist -4 and hcGAS lum -6.
`CCOc1ccc(C(=O)Nc2ccc(Nc3ccc(-n4ccc(C)n4)nn3)cc2)cc1OCC` gave NPYLR7 agonist -2, mcGAS inh -5 and hcGAS lum -1.
Screening COc1ccc(CC(=O)N(C)CC2CCCN(CCc3ccc(Cl)cc3)C2)cc1 (stereo not drawn) returned NPYLR7 agonist -11 and hcGAS lum -3.
`Cc1cc(NC(=O)NC2(c3ccc(Cl)cc3)CCOCC2)no1` gave NPYLR7 agonist -11&2, mcGAS inh -3 and hcGAS lum 0&3.
Screening CC1(C)CC(=O)C2C(=Nc3nonc3NC2c2cccc3cccnc23)C1 (stereo not drawn) returned NPYLR7 agonist 1 and hcGAS lum -5.
CC(C)C1CN(C(=O)C(N)=O)CCCN1Cc1ccc(F)cc1 (stereo not drawn) was read as NPYLR7 agonist 0, mcGAS inh -7 and hcGAS lum -3.
For Cc1nn2c(C(F)(F)F)cc(-c3ccc(Cl)cc3)nc2c1C(N)=O the results were NPYLR7 agonist -7 and hcGAS lum -11.
`O=C(NC1CCCC1)c1ccc(N2CCC(NC(c3ccncc3)c3ccc(Cl)cc3)CC2)cc1` (stereo not drawn) gave NPYLR7 agonist 13, mcGAS inh -4 and hcGAS lum -4.
`Cc1ccccc1CSc1nc(Oc2ccccc2F)cc(C(C)C)n1` gave NPYLR7 agonist 23, mcGAS inh -4 and hcGAS lum 1.
For Cc1nc(NC(=O)NCc2nn(-c3ccccc3)c3c2CCC3)oc1C the results were NPYLR7 agonist 11 and hcGAS lum -6.
`C=Cc1cccc(CN2CCCC3(CCNCC3)CC2)c1` gave NPYLR7 agonist 4, mcGAS inh -7 and hcGAS lum -1.
COc1ccc(-c2cccc(-n3cncc3C(=O)NCc3ccc(F)c(F)c3)c2)cc1OC was read as NPYLR7 agonist 7, mcGAS inh 0 and hcGAS lum 2.
COc1ccc(CCOc2nc(-c3ccc(Cl)c(Cl)c3)n(-c3cccc(NC(=O)c4cccc(OC)c4)c3)n2)cc1 was read as NPYLR7 agonist 18, mcGAS inh -3 and hcGAS lum 1.
COc1ccc(C2=NOC(CNCc3cccc(Cl)c3)C2)cc1OC (stereo not drawn) was read as NPYLR7 agonist -1, mcGAS inh -4 and hcGAS lum -2.
CCOc1ccc(C2CC(c3ccc(OC)cc3OC)=NN2C(=O)CN2CCN(CC)CC2)cc1 (stereo not drawn) was read as NPYLR7 agonist 1, mcGAS inh -8 and hcGAS lum -8.
For Cc1ccccc1Cn1c(=O)c2c(nc3n(C4CCCC4)c(C)cn23)n(C)c1=O the results were NPYLR7 agonist 9, mcGAS inh -5 and hcGAS lum 4.
Screening CC1CN(C(=O)CN2CC(O)CC2C2CCCCC2)CC(C)O1 (stereo not drawn) returned NPYLR7 agonist -2, mcGAS inh -1 and hcGAS lum 5.
Screening Cc1ccc(OCC2CCCN(Cc3ccc(C#CCO)s3)C2)cc1 (stereo not drawn) returned NPYLR7 agonist 0, mcGAS inh -12 and hcGAS lum -5.
Screening Cn1c(=O)c2cc(C(=O)NCCC3=CCCCC3)n(Cc3ccccc3)c2n(C)c1=O returned NPYLR7 agonist 0, mcGAS inh -8 and hcGAS lum -8.
For CC1CCN(CCCNC(=O)CCCc2nnc3c(=O)n(-c4ccc(Cl)cc4)ccn23)CC1 the results were NPYLR7 agonist -2, mcGAS inh -7 and hcGAS lum -3.
Screening COc1ccccc1N=C1SCCCN1C(=O)C1CSC2(C)CCC(=O)N12 (stereo not drawn) returned NPYLR7 agonist 3 and hcGAS lum -6.
For CCn1cc(CN(C)C(=O)CC2COCCN2C(=O)N2CCCCC2)cn1 (stereo not drawn) the results were mcGAS inh -5 and hcGAS lum -9.
`O=C(CN1CCc2ccccc2C1)Nc1ccccc1C(=O)Nc1ccccc1` gave NPYLR7 agonist -1 and hcGAS lum -9.
COc1cccc(N=c2oc3c(C)ncc(CO)c3cc2C(=O)Nc2ccc(C)c(C)c2)c1 was read as NPYLR7 agonist -5, mcGAS inh -3 and hcGAS lum -2.
Screening CC(Cn1cccn1)C(=O)N1CCc2[nH]nc(-c3ccc(Cl)cc3)c2C1 (stereo not drawn) returned NPYLR7 agonist 12 and hcGAS lum -8.
Screening CC(C)(C)CC(=O)Nc1nnc(C2CCCCC2)s1 returned NPYLR7 agonist 2 and hcGAS lum -1.
`NC(C(=O)O)C(O)C(=O)O` (stereo not drawn) gave NPYLR7 agonist -7, mcGAS inh -3 and hcGAS lum -1.
`CCCC1CCC(c2nc(-c3ccccc3Cl)no2)CC1` (stereo not drawn) gave NPYLR7 agonist 1, mcGAS inh -6 and hcGAS lum -9.
Screening CC1CCN(C(=O)c2cc(NC(=O)CC(C)(C)C)c(=O)n(C)c2)CC1 returned NPYLR7 agonist -1, mcGAS inh -9 and hcGAS lum -8.
Screening CN(C1CCS(=O)(=O)C1)S(=O)(=O)c1ccc(F)cc1 (stereo not drawn) returned NPYLR7 agonist 2 and hcGAS lum -7.
Screening CCCn1c(C2CC(=O)N(c3ccccc3)C2)nc2ccccc21 (stereo not drawn) returned NPYLR7 agonist 5, mcGAS inh -6 and hcGAS lum -9.
Screening CCn1c(C2CCCNC2)nn(Cc2nc(-c3ccc(C)cc3)no2)c1=O (stereo not drawn) returned NPYLR7 agonist -2, mcGAS inh -11 and hcGAS lum -6.
Screening CNCC(=O)N1CCCCC1CCN1CCCC1=O (stereo not drawn) returned NPYLR7 agonist -2, mcGAS inh -13 and hcGAS lum -5.
Screening O=[N+]([O-])c1cccnc1N/N=C\c1ccc(Cl)c(Cl)c1 returned NPYLR7 agonist 10 and hcGAS lum -12.
Screening CC(C)c1nccn1C(C)C(=O)N1CCN(C)C2(CCN(C)CC2)C1 (stereo not drawn) returned NPYLR7 agonist 5 and hcGAS lum -6.
For CCOC(=O)c1ccc(NC(=O)Cn2nc(SC)c(S(=O)(=O)c3ccc(C)cc3)c2N)cc1 the results were NPYLR7 agonist 3, mcGAS inh -6 and hcGAS lum -8.
COC(=O)c1cccc(C(=O)NC(C)c2cnn(-c3ccccc3C)c2C)c1 (stereo not drawn) was read as NPYLR7 agonist -3&3, mcGAS inh -8 and hcGAS lum 6&-1.
CN(C)c1ccc(NC(=O)c2cccc(F)c2)cc1CN(Cc1ccco1)C(=O)c1ccco1 was read as NPYLR7 agonist 0, mcGAS inh -5 and hcGAS lum -7.
For COc1cc(C(=O)Nc2ccc(-c3nc4ccccc4o3)cc2)cc(OC)c1OC the results were NPYLR7 agonist -1, mcGAS inh -2 and hcGAS lum 0.
Screening Clc1cccc(N2CCN(c3nnnn3-c3ccccc3)CC2)c1 returned NPYLR7 agonist -2 and hcGAS lum -6.
`CCOC(=O)C1(NCCn2cnc3ccsc3c2=O)CCCCC1` gave NPYLR7 agonist 5 and hcGAS lum -6.
`Cc1c(C(=O)NCC2COC(C)(C)O2)cnc2c(-c3ccc(C(C)C)cc3)cnn12` (stereo not drawn) gave NPYLR7 agonist 17, mcGAS inh -8 and hcGAS lum -5.
`CCN(CC)CCn1c2c(c(SCC(=O)Nc3cc(C)ccc3C)nc1=O)CCC2` gave NPYLR7 agonist -2, mcGAS inh -8 and hcGAS lum -2.
Screening COc1ccc(CNS(=O)(=O)c2ccc(OC)c(C)c2)cc1 returned NPYLR7 agonist 13, mcGAS inh -6 and hcGAS lum -6.
Screening Cc1cccc(CO[C@]2(C(=O)NN3CCOCC3)CC(OCc3cccc(Cl)c3)[C@H](O)[C@H](O)C2)c1 (stereo partly drawn) returned NPYLR7 agonist 4, mcGAS inh -9 and hcGAS lum -8.
For CC(Sc1ccc(S(C)(=O)=O)cc1S(C)(=O)=O)c1c(F)cccc1F (stereo not drawn) the results were NPYLR7 agonist -2, mcGAS inh -8 and hcGAS lum -5.
O=C(c1cccc(Br)c1)N(Cc1csc(COc2ccc(Cl)cc2)n1)C1CC1 was read as NPYLR7 agonist 5, mcGAS inh -9 and hcGAS lum -3.
CCC(CC)(NS(=O)(=O)c1c(C)c(Cl)cc(C)c1Cl)C(N)=O was read as NPYLR7 agonist -2 and hcGAS lum -9.
Screening COc1ccc(Br)c(C(=O)NC2CCC(C)CC2)c1 (stereo not drawn) returned NPYLR7 agonist 10, mcGAS inh -6 and hcGAS lum -8.

Random excerpt: 2 entries already listed
Screening CCc1cnc(N2C[C@@H]3CN(c4ncccn4)C[C@]3(C(=O)O)C2)nc1 returned NPYLR7 agonist -5, mcGAS inh -11 and hcGAS lum 0.
Screening CC(NC(=O)NCc1ccnn1C)c1ccc(S(N)(=O)=O)cc1 (stereo not drawn) returned NPYLR7 agonist -4 and hcGAS lum -6.

More structures follow.
CC(C)=CCN1CCNC(=O)C1CC(=O)NCC(C)(C)N1CCCC1 (stereo not drawn) was read as NPYLR7 agonist 1, mcGAS inh -12 and hcGAS lum -5.
CNC(=O)COC1CN(C(=O)c2cc3c(s2)CCC(C)C3)C1 (stereo not drawn) was read as NPYLR7 agonist -2 and hcGAS lum -4.
`COC(=O)c1nc(NC(=O)C(F)(F)F)n[nH]1` gave NPYLR7 agonist 5 and hcGAS lum -8.
Screening CN(CCC(=O)N1CCCC(Nc2ccc(F)cc2)C1)S(C)(=O)=O (stereo not drawn) returned NPYLR7 agonist 0, mcGAS inh -16 and hcGAS lum -7.
For CC(=CC#N)n1nc(C)cc1N the results were NPYLR7 agonist -5 and hcGAS lum -3.
Screening CNc1nc(NC)nc(ON=C(C)C)n1 returned NPYLR7 agonist -3, mcGAS inh -4 and hcGAS lum -3.
`COC(=O)C1CCN(CC(O)COc2ccc(CN(C)Cc3nonc3C)cc2)CC1` (stereo not drawn) gave NPYLR7 agonist -8 and hcGAS lum 2.
`COc1cccc(CC2CN(C(=O)c3cccc(Cn4cccn4)c3)CCO2)c1` (stereo not drawn) gave mcGAS inh -12 and hcGAS lum -3.
For Cc1ccccc1C1CCCN1C(=O)c1ccc(NS(C)(=O)=O)cc1 (stereo not drawn) the results were NPYLR7 agonist 2, mcGAS inh -2 and hcGAS lum 5.
O=C(c1ccccc1Oc1ccccc1)N1CCC2(CC1)C(=O)NCN2c1ccccc1 was read as NPYLR7 agonist -1, mcGAS inh -2 and hcGAS lum -5.
For NC1=NC(=O)C(Cc2ccccc2)S1 (stereo not drawn) the results were NPYLR7 agonist -2, mcGAS inh -9 and hcGAS lum -6.
`COCCN(Cc1cccc(OC)c1)Cc1ccc(C(O)(c2ccc(F)cc2)c2ccc(F)cc2)o1` gave NPYLR7 agonist -2, mcGAS inh 0 and hcGAS lum -3.
`CCc1c(C)nc2c(Cl)cccc2c1SCC(=O)O` gave NPYLR7 agonist -2 and hcGAS lum 0.
For CC1C=CCC2C(=O)N(N(CC(=O)c3ccccc3)C(=O)c3ccc(Cl)c(Cl)c3)C(=O)C12 (stereo not drawn) the results were NPYLR7 agonist -1, mcGAS inh -4 and hcGAS lum -10.
CCOC(=O)Cn1c(N)c(C(=O)OC)sc1=S was read as NPYLR7 agonist 6 and hcGAS lum 3.
For COCCNC(=O)c1ccc(C)n1C the results were NPYLR7 agonist 23 and hcGAS lum 0.
Fc1ccc(-c2nc(N3CCN(c4ccc(C(F)(F)F)cn4)CC3)c3ccccc3n2)c(F)c1 was read as NPYLR7 agonist -1, mcGAS inh 0 and hcGAS lum 3.

Structures from the list above that contain a furan ring, fused or not:
Screening C=CCCCCCCCCCCCc1ccco1 returned NPYLR7 agonist -11, mcGAS inh -5 and hcGAS lum -8.
CN(C)c1ccc(NC(=O)c2cccc(F)c2)cc1CN(Cc1ccco1)C(=O)c1ccco1 was read as NPYLR7 agonist 0, mcGAS inh -5 and hcGAS lum -7.
`COCCN(Cc1cccc(OC)c1)Cc1ccc(C(O)(c2ccc(F)cc2)c2ccc(F)cc2)o1` gave NPYLR7 agonist -2, mcGAS inh 0 and hcGAS lum -3.

Structural class: the compounds so far with a tert-butyl group.
Screening CC(C)(C)CC(=O)Nc1nnc(C2CCCCC2)s1 returned NPYLR7 agonist 2 and hcGAS lum -1.
Screening CC1CCN(C(=O)c2cc(NC(=O)CC(C)(C)C)c(=O)n(C)c2)CC1 returned NPYLR7 agonist -1, mcGAS inh -9 and hcGAS lum -8.
